Screens as filed in PubChem BioAssay.
Eya2 inh = qHTS Assay for Inhibitors of the Phosphatase Activity of Eya2; Protein phosphatase EYA2 (Homo sapiens), O00167; recombinant Eya2, OMFP fluorescence dephosphorylation (OMFP is methylfluorescein phosphate); Potency, µM (series often up to 76.9 µM), for inactives: at the top dose activity, negative = inhibition, actives largely listed as inhibitors; 0.006% of 330,000 active; AID 488837, 2010; also: potency is read from the fitted curve at half-maximal effect; % is scaled to controls: 0 for no effect and ±100 for the full control effect
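Eya2 protein (added as 0.2 uM solution) was preincubated with compound for 10 min at ambient temperature in 50 mM HEPES pH 7.5, 50 mM NaCl, 5 uM MgCl2, 0.05% BSA, 1 mM DTT. OMFP (added at 50 uM) then reacted 10 min; fluorescence read at 485/525 nm.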
Menin-MLL TR inh = qHTS Assay for Inhibitors Targeting the Menin-MLL Interaction in MLL Related Leukemias: Competition With Texas Red Labeled MLL-derived Mutant Peptide. Menin + Texas Red MLL mutant peptide, fluorescence polarization. 0.23% of 270,000 active. Potency, µM (titrated, usually from 61.6 µM), inactives show at the highest dose FP activity change, negative = inhibition, most hits filed as inhibitors. AID 1768, 2009. O00255; active = well fitted inhibition curve with a large enough effect in the polarisation, with a control signal flat, not every such curve was filed as active; inconclusive = small, poorly fitted or top-dose-only effect, or effect the other way, or a change in a side signal; inactive = no such curve, though single readings can be large or run the other way; the % refers to the polarisation; also: potency is read from the fitted curve at half-maximal effect; % of control where 0% means no effect; many of its hits are not listed in these tables
ASM inhibitor = Inhibitors of Secretory Acid Sphingomyelinase (S-ASM): qHTS; AID 504937, 2011; Sphingomyelin phosphodiesterase (Homo sapiens), P17405; 0.006% of 340,000 active; placental ASM, HMU-PC fluorogenic substrate, 60 min; Potency, µM (top dose mostly 57.5 µM), for inactives: at the top dose activity change, negative = inhibition, most hits filed as inhibitors; also: potency is read from the fitted curve at half-maximal effect
Target sequence (P17405 47-631 limits assumed): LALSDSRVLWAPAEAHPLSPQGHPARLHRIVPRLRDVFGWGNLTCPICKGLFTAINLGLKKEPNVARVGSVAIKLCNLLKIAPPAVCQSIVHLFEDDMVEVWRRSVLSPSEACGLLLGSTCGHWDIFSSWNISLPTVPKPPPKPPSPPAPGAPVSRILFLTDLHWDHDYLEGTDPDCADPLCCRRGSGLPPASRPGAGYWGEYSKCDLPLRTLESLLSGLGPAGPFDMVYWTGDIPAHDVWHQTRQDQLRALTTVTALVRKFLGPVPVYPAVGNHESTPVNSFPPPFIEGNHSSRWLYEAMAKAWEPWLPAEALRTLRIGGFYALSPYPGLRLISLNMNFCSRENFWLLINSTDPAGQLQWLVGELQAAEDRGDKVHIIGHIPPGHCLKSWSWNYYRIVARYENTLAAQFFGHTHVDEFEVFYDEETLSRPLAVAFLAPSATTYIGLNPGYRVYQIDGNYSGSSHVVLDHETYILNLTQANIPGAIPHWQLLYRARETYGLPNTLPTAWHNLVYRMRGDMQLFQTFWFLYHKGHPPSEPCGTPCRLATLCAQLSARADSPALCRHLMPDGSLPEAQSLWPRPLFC
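Steps: dispense placental human ASM, pin compound, wait 10 min at room temperature, add HMU-PC0 substrate at 9 uM final, incubate 60 min at 37 °C, add stop solution raising pH to 10, read fluorescence.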
Mito fusion act = qHTS Assay for Small Molecule Inhibitors of Mitochondrial Division or Activators of Mitochondrial Fusion | 0.23% of 320,000 active | Potency, µM (top dose mostly 46.1 µM), inactives show top-dose growth rescue (activation), hits mostly activators | AID 485298, 2010 | S. cerevisiae fusion-defective mutant growth rescue, CellTiterGlo 48 h;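 also: potency is read from the fitted curve at half-maximal effect; % of control where 0% means no effect; nearly all actives have a fitted effect of over 45% in size; temperature-sensitive fusion mutants such as fzo1-1 at 37 °C on non-fermentable ethanol glycerol medium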
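S. cerevisiae fusion-defective temperature-sensitive mutants (e.g. fzo1-1, mgm1-5) grown 48 h at 37C in YPEG (ethanol/glycerol non-fermentable) medium with 23 nl compound per well; growth rescue read as CellTiterGlo luminescence.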
PKM2 act = qHTS Assay for Activators of Human Muscle isoform 2 Pyruvate Kinase; Pyruvate kinase PKM (Homo sapiens), P14618; purified PKM2, Kinase-Glo ATP luminescence, activation; response scale: 0% is enzyme alone, no compound; Potency, µM (series often up to 57.5 µM), for the others: at the top dose activation, usual class: activators; 0.34% of 260,000 active; AID 1631, 2009; also: potency is read from the fitted curve at half-maximal effect; % is scaled to controls: 0 for no effect and ±100 for the full control effect; nearly all actives have a fitted effect of over 55% in size
Target sequence (P14618 whole entry, looked up, canonical isoform): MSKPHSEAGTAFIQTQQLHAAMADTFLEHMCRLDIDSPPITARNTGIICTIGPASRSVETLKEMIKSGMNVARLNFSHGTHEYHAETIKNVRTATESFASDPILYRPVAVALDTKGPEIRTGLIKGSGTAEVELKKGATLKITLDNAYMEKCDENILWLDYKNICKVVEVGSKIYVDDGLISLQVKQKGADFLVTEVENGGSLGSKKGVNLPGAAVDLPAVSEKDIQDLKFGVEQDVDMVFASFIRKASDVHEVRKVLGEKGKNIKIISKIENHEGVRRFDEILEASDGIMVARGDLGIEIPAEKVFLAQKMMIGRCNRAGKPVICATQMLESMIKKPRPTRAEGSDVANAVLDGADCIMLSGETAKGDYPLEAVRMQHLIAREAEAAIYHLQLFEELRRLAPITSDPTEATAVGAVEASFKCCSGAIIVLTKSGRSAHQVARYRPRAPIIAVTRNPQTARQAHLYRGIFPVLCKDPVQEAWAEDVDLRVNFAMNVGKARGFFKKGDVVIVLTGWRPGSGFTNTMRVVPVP
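Purified hPK-M2 (>95%) run at intermediate activity with 0.1 mM ADP and 0.5 mM PEP in 50 mM imidazole pH 7.2, KCl, MgCl2; 1 h room temperature. ATP formed read by Kinase-Glo luminescence; normalized to uninhibited and no-enzyme controls.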
TSHR antagonist = Antagonists of the Thyroid Stimulating Hormone Receptor: HTS campaign | Thyrotropin receptor (Homo sapiens), P16473 | TSHR-expressing cells, TSH-stimulated cAMP HTRF, 2 h; stronger effect = lower value | activity change, negative = inhibition, % at 11.5 µM | 0.2% of 330,000 active;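 active = activity change below a set negative limit, meaning inhibition stronger than a set level, cut at about -70% in these data; inconclusive = activity change between two set negative limits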; also: % is scaled to controls: 0 for no effect and ±100 for the full control effect
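Freshly harvested TSHR cells receive pin-tooled compound, then EC80 TSH at 4nM final. After 2 hours at 37 deg C, antibody in lysis buffer and cAMP-d2 are added; 30 minutes at ambient temperature precede the HTRF read.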
MBNL1-CUG inh = qHTS Assay for Inhibitors of MBNL1-poly(CUG) RNA binding | Muscleblind-like protein 1 (Homo sapiens), Q9NR56 | TR-FRET MBNL1-His/biotin-(CUG)12 binding, 665/545 ratio | Potency, µM (titrated, usually from 57.5 µM), without a hit: at the top dose activity change, negative = inhibition, actives largely listed as inhibitors | 0.036% of 280,000 active | AID 2675, 2010; active = well fitted inhibition curve with a large enough effect in the signal ratio, with a control signal flat, not every such curve was filed as active; inconclusive = small, poorly fitted or top-dose-only effect, or effect the other way, or a change in a side signal; inactive = no such curve, though single readings can be large or run the other way; the % refers to the signal ratio; also: potency is read from the fitted curve at half-maximal effect; % is scaled to controls: 0 for no effect and ±100 for the full control effect
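Compound titration spanned 92 nM–58 uM against the MBNL1-His/biotin-(CUG)12 complex. After 60 min at room temperature with 5 nM streptavidin-XL665 and 0.055 ng/ul terbium anti-His, ratiometric 665/545 nm emission (Ex 340 nm) normalized to controls.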
Chronic BCR inh = qHTS Assay to Find Inhibitors of Chronic Active B-Cell Receptor Signaling; ABC-DLBCL IkBa-CBG/CBR reporter, luminescence ratio, 4 h; Potency, µM (highest dose often 46.1 µM), for inactives: at the highest dose ratio change, negative = lower green/red ratio, hits mostly inhibitors; 0.05% of 340,000 active; active = well fitted inhibition curve with a large enough effect in the signal ratio, with a control signal flat, not every such curve was filed as active; inconclusive = small, poorly fitted or top-dose-only effect, or effect the other way, or a change in a side signal; the % refers to the signal ratio;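 also: potency is read from the fitted curve at half-maximal effect; plate controls were basal doxycycline-induced cells for no effect and cells given 10 µM MG132 for full effect; MG132 reads +100%, hits lower the ratio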
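TMD8 ABC-DLBCL cells carrying doxycycline-inducible green luciferase fused to IkappaBalpha plus unfused red luciferase were exposed to compounds (up to 46 uM) for 4 hrs at 37C. Activity came from the overlap-corrected green/red luminescence ratio.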
GALK inhibitor = qHTS Assay for Inhibitors of Human Galactokinase (GALK); Potency, µM (series often up to 57.5 µM), without a hit: at the highest dose activity change, negative = inhibition, most hits filed as inhibitors; Purified GALK, Kinase-Glo residual ATP luminescence; P51570; AID 1868, 2009; 0.007% of 270,000 active; also: potency is read from the fitted curve at half-maximal effect; % is scaled to controls: 0 for no effect and ±100 for the full control effect
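ATP-depletion format; final 35 uM ATP, 100 uM D-galactose, 5 nM enzyme; pH 8.0 HEPES/Mg2+ buffer; 60 min RT; luminescence read 10 min after detection reagent.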
KCNH2 WT inh = qHTS for Inhibitors of KCHN2 3.1: Wildtype qHTS. activity change, % at 1.84 µM. 0.37% of 340,000 active. U2OS, BacMam KCNH2, thallium flux FluxOr; stronger effect = lower value;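 active = maximum activity change below -70%; inconclusive = maximum activity change between -70% and -50%; inactive = maximum activity change above -50%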; also: % is scaled to controls: 0 for no effect and ±100 for the full control effect
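U2OS cells were transduced with wild-type KCNH2 virus (2.03 x 10^8 / mL) for 4 h at room temperature, then cultured overnight at 37 C. Thallium flux was read with FluxOr dye. Rate constants were normalized to DMSO controls.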
USP2a inh = qHTS Assay for Inhibitors of Ubiquitin-specific Protease USP2a Using CHOP2 as the Reporter; AID 463254, 2010; Ubiquitin carboxyl-terminal hydrolase 2 (Homo sapiens), O75604; 0.01% of 330,000 active; USP2 core, Ub-CHOP2 coupled fluorogenic reporter, 485/531; Potency, µM (doses to about 38.3 µM), for the others: at the highest dose activity change, negative = inhibition, actives largely listed as inhibitors;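 also: potency is read from the fitted curve at half-maximal effect; plate controls were DMSO wells for no effect and full inhibition by NEM control for full effect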
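Cell-free coupled assay: 10nM USP2 core preincubated 30min RT with compound in Tris-HCl pH 8.0/CaCl2/CHAPS buffer, then 25nM Ub-CHOP2 and 25nM reporter substrate; fluorescence (Ex 485/Em 531) read after 60min RT, normalized to NEM inhibition, concentration-response curves fitted.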
Active calls of the source: *; i = inactive; ? = inconclusive; / = no result given; & = joins results of further samples; [ ] = remark or other dose. Unless noted, calls follow the shape of the dose curve; as a rule, active = well fitted curve in the direction sought with a large enough effect; inconclusive = small, poorly fitted or top-dose-only effect, or another doubt; inactive = no such curve, though single readings can be large; an effect the other way counts as inactive or inconclusive. An excerpt, so the mix of outcomes need not match the whole.

SMILES	Eya2 inh	Menin-MLL TR inh	ASM inhibitor	Mito fusion act	PKM2 act	TSHR antagonist	MBNL1-CUG inh	Chronic BCR inh	GALK inhibitor	KCNH2 WT inh	USP2a inh
NC(=O)c1ccccc1OCC(=O)c1ccc(Cl)cc1	-2%	2%	-7%	?	-14%	-2	-8%	?	6%	4	1%
CN(C)Cc1cc(CCNC(=O)c2ccc(Cl)cc2)ccc1O	9%	6%	0%	-8%	-4%	4	7%	-1%	-3%	0	-6%
O=C(Nc1nc2ccccc2[nH]1)c1cccc(S(=O)(=O)N2CCOCC2)c1	-2%	4%	4%	0%	-7%	2	/	?	-2%	2	5%
COc1ccc(OC)c(CN2CCN(C(=O)CCNC(=O)c3ccc(Br)cc3)CC2)c1	29%	/	3%	-3%	/	2	/	-1%	/	21	2%
CC1CC(=O)Nc2ccccc2N1C(=O)Nc1ccc(F)cc1F (configuration not stated)	12%	/	0%	0%	-1%	-1	/	-25%	-1%	-2	0%
O=c1c2ccccc2[nH]c2ccccc12	-19%	-1%	i	?	-2%	-7	?	9%	/	10	-1%
CCCCOC(=O)CCN1C(=O)/C(=C2\SC(=S)N(CCC(=O)OCCCC)C2=O)SC1=S	-11%	7%	6%	-1%	0%	2	5%	-9%	4%	-12	1%
CCS(=O)(=O)c1ccc2c(c1)N(S(C)(=O)=O)CC(C(=O)NCc1ccccc1OC)O2 (configuration not stated)	-1%	?	0%	-1%	12%	-2	-4%	1%	-2%	2	-1%
CC(C)NCC(O)COc1ccc(COCCOC(C)C)cc1 (configuration not stated)	-11%	-1%&-3%	-2%	1%	/	-12	/	/	/	3	/
Cc1cc(SCCOc2ccccc2)nc(N)n1	-11%	3%	3%	-4%	-5%	21	-7%	?	/	-3	0%
CCCn1c(SCC(=O)Nc2ccccc2Oc2ccccc2)n[nH]c1=O	10%	-14%	5%	1%	1%	-9	13%	?	3%	-21	4%
CCOC(=O)Cc1csc(NC(=O)CSc2nnc(C(C)C)n2CC)n1	-1%	3%	4%	-2%	?	-4	-5%	3%	0%	-2	0%
O=C(Nc1ccccc1Cl)C1CC(=O)N(Cc2ccco2)C1 (configuration not stated)	5%	/	2%	-1%	/	20	/	-1%	/	-8	4%
O=C(NCCNC(=O)c1ccccc1F)c1ccccn1	4%	5%	1%	-8%	/	-8	4%	2%	5%	-9	1%
CCN1CCN(C(=O)c2ccc3c(c2)N(Cc2ccc(C)cc2)CCS3)CC1	3%	-24%	46%[activator]	1%	-7%	2	3%	7%	6%	-13	2%
CC1CCCc2sc3ncn(N)c(=N)c3c21 (configuration not stated)	6%	1%	9%	17%	8%	23	7%	-1%	-3%	3	-1%
COc1ccc(-c2cccc(-c3cc(=O)oc4ccc(C(C)(C)C)cc34)c2)cc1	-8%	-8%	-17%	/	/	0	/	-2%	/	13	1%
COc1ccc(Cn2c(-c3ccco3)nc3oc4cc(OC)ccc4c(=O)c3c2=O)cc1	-13%	-2%	-1%	2%	1%	-9	7%	?	-4%	3	1%
COc1ccc([N+](=O)[O-])cc1N(CC(O)CN(CC(C)C)CC(C)C)S(=O)(=O)c1ccccc1 (configuration not stated)	-5%	-7%	0%	-4%	8%	54	-1%	?	-2%	4	0%
Cc1cc(C)nc(NC(=O)Cc2cccs2)n1	-31%	16%	3%	0%	1%	-2	-1%	?	-5%	-10	0%
C=CCNc1oc(-c2ccc(OC)cc2)nc1C#N	-21%	3%	-3%	-1%	10%	-2	-12%	?	-5%	-5	-2%
Cc1cnc(SCc2ccc(Cl)cc2Cl)[nH]c1=O	-10%	1%	0%	27%	2%	-9	-9%	?	-2%	0	4%
COc1cc(C(=O)NNC(=O)CNC(=O)c2ccc(Br)o2)cc(OC)c1OC	4%	/	5%	-2%	-6%	-9	0%	1%	-5%	0	4%
OC(c1ccccn1)C1CCN(Cc2nc(C(c3ccccc3)c3ccccc3)no2)CC1 (configuration not stated)	1%	?	1%	6%	-2%	0	-8%	?	3%	0	-1%
Cc1ccc(NS(=O)(=O)c2ccc(OCC(=O)NCC3CCCO3)cc2)cc1 (configuration not stated)	1%	-3%	4%	3%	10%	6	11%	8%	2%	-2	2%

More results follow.
SMILES	Eya2 inh	Menin-MLL TR inh	ASM inhibitor	Mito fusion act	PKM2 act	TSHR antagonist	MBNL1-CUG inh	Chronic BCR inh	GALK inhibitor	KCNH2 WT inh	USP2a inh
COc1cccc(-c2nc(CS(=O)(=O)CC(=O)NCCc3ccc(OC)cc3OC)c(C)o2)c1	-3%	-20%	-6%	10%	/	6	10%	?	-2%	-4	-1%
Cc1ccnc(SCC(=O)Nc2cccc(S(=O)(=O)N3CCOCC3)c2)n1	-16%	/	0%	/	/	2	/	?	/	-3	-2%
O=C(Cn1cc(C(=O)C2CC2)c2ccccc21)NCc1ccccc1	-23%	-13%	0%	0%	-1%	10	2%	12%	-2%	-1	0%
N#C/C(=C(/O)COC(=O)c1cccnc1Cl)c1nc2ccccc2[nH]1	-1%	?	4%	3%	-3%	3	-5%	-2%	15%	14	0%
Fc1ccc(-c2nc(-c3cccs3)[nH]c2-c2ccc(F)cc2)cc1	3%	?	?	2%	-11%	18	8%	?	-1%	4	1%
C=CCNc1nc(Cl)nc(NC2CCCCC2)n1	-2%	0%	2%	-1%	-2%	-9	-4%	2%	1%	-4	0%
Cc1cc(C)cc(NC(=O)CSc2nc3ccccc3nc2N2CCCC2)c1	-10%	-15%	46%	-7%	-2%	-2	7%	-5%	/	-23	0%
CCN(CC)S(=O)(=O)c1ccc(NC(=S)Nc2ccc(F)cc2)cc1	11%	45%[activator]	-4%	1%	/	0	-6%	4%	1%	-11	0%
CC1CCCN(C(=O)COC(=O)CNS(=O)(=O)c2ccc3ccccc3c2)C1 (configuration not stated)	-7%	/	-1%	4%	/	-2	/	?	/	22	0%
CC(=O)Nc1nonc1C(=O)N1CCC(C)CC1	-5%	13%	2%	-1%	-16%	5	-5%	2%	-1%	5	-1%
Cc1cc(Cl)ccc1OC(C)C(=O)Nc1cnn(CCCC(=O)O)c1 (configuration not stated)	0%	/	-1%	-1%	/	2	-4%	-3%	0%	-2	-3%
C=CCOC(=O)C1=C(C)NC(=S)NC1/C=C/c1ccccc1 (configuration not stated)	8%	12%	-7%	-2%	8%	45	-5%	?	-1%	32	-1%
COC(=O)CCCC1=CC2=CC(=O)C(C)(OC(=O)c3cccs3)C(=O)C2=CN1C1CCCC1 (configuration not stated)	-12%	-22%[11.7 µM]	0%	-23%	-4%[11.5 µM]	-4	?	5%	-2%	4	12%
COc1cc2[nH]c(=O)n(CCC(=O)N3CCN(c4cc(Cl)ccc4C)CC3)c(=O)c2cc1OC	-4%	0%	-3%	-4%	5%	6	-2%	-12%	0%	-2	2%
CC(=O)OCC(OC(C)=O)C(OC(C)=O)C(OC(C)=O)C(=O)Nc1cccc(C)c1 (configuration not stated)	-14%	-12%	-4%	2%	-10%	3	0%	?	0%	-7	-5%
